MrgX1 allo act – positive allosteric modulators of MrgX1, primary screen, HEK293 cells, Fluo-4 calcium flux. Mas-related G-protein coupled receptor member X1 (Homo sapiens), Q96LB2. FDSS; hits give high values. B-score at 10 µM. 0.63% of 310,000 active;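 active means plate-corrected calcium response at least 3 library SD above typical, normal starting fluorescence, not activating the receptor alone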;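 further: compound read alongside a low EC10 to EC30 dose of BAM8-22 agonist; peak minus trough fluorescence over baseline measured at the second addition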
Target sequence (Q96LB2 whole entry, looked up): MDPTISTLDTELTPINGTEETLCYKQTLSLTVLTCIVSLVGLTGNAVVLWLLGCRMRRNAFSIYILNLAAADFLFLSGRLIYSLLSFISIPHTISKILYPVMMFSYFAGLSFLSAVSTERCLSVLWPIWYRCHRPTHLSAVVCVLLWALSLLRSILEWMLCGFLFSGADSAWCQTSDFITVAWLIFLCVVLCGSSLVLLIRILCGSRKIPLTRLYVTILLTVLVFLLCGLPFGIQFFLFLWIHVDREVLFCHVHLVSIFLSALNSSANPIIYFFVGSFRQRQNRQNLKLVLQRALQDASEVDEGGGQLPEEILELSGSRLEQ
TRPC6 activator – mouse TRPC6 channel activators, primary screen, cell-based, HEK293, membrane potential dye | Short transient receptor potential channel 6 (Mus musculus), Q61143 | HEK293-TRPC6 membrane potential dye fluorescence; hits give high values | B-score at 10 µM | 0.13% of 310,000 active | AID 2550, 2010;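 active means B-score of the integrated fluorescence ratio above library mean plus 3 SD, and starting fluorescence ratio within library mean plus 5 SD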;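 further: higher score means more depolarization so channel activation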
TRPC4 act – activators of mouse TRPC4 channel, primary screen, Fluo4 calcium, HEK293 TRPC4beta/mu-opioid cells | Short transient receptor potential channel 4 (Mus musculus), Q9QUQ5 | Fluo4 calcium fluorescence; hits give high values | B-score at 10 µM | 0.49% of 310,000 active;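 active means B-score above 5 SD of library B-scores, and initial fluorescence ratio not above library mean plus 5 SD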;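 further: positive B-score marks a calcium rise read as TRPC4 activation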
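System: HEK293 cells stably co-expressing mouse TRPC4beta and mu-opioid receptor; Schedule: Fluo4 dye loading 45 min at room temperature, 110 s recording; Detection: Fluo4 fluorescence, kinetic; Evaluation: B-scored integrated calcium fluorescence ratio; Controls: buffer (low) and maximal DAMGO (high).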
TRPC4 inh – inhibitors of mouse TRPC4 channel, primary screen, Fluo4 calcium, HEK293 TRPC4beta/mu-opioid cells | Short transient receptor potential channel 4 (Mus musculus), Q9QUQ5 | DAMGO-evoked Fluo4 calcium flux; hits give low values | B-score at 10 µM | 0.39% of 300,000 active;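 active means B-score over 3 SD under the library average, no early fluorescence shift, positive overall ratio signal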
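Assay system – HEK293 line stably carrying TRPC4beta and mu-opioid receptor · Doses – single dose · Detection – Fluo4 calcium-dye fluorescence, kinetic read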
MrgX1 antag – antagonists of human MrgX1 receptor, primary screen, HEK293 cells, Fluo-4 calcium flux | BAM8-22 antagonism; hits give low values | B-score at 10 µM | Mas-related G-protein coupled receptor member X1 (Homo sapiens), Q96LB2 | 1.3% of 310,000 active;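 active means calcium-response B-score plate-corrected more than 3 library SD below zero, starting fluorescence within 5 deviations, no agonist response on first addition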;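 further: peak minus trough fluorescence over baseline after final BAM8-22 challenge near maximal dose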
MrgX1 agonist – agonists of human MrgX1 receptor, primary screen, HEK293 cells, Fluo-4 calcium flux; AID 588627, 2011; Mas-related G-protein coupled receptor member X1 (Homo sapiens), Q96LB2; B-score at 10 µM; 0.44% of 310,000 active; Fluo-4 calcium fluorescence, agonist mode; hits give high values;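 active means calcium response B-score plate-corrected fluorescence ratio at least 3 library SD, with starting fluorescence B-score inside 5 SD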
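Test system: Stable human MrgX1 HEK293 cell line | Schedule: Overnight plating before 1 h dye loading | Read-out basis: Baseline-normalised fluorescence change ratio, B-scored | Detection: Kinetic calcium dye fluorescence, Fluo-4 NW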
PolyA inhibitor – polyadenylation inhibitors in yeast reporter cells, primary screen, luminescence, S. cerevisiae; S. cerevisiae SKY197-pL101 polyadenylation reporter, beta-gal luminescence; efflux-impaired pdr1/pdr3 knockout yeast; score 100 = 6 SD above DMSO; 0.02% of 300,000 active; AID 1875, 2009; calls only at 12 µM;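 active means lowest replicate activity score at least 50, where 100 means six control SD above control mean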;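 further: yeast exposed to compound for 9 h at 30 °C; higher score means more reporter readthrough which indicates perturbed polyadenylation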
TRPC6 inhibitor – mouse TRPC6 channel inhibitors, primary screen, cell-based, HEK293, membrane potential dye; B-score at 10 µM; Short transient receptor potential channel 6 (Mus musculus), Q61143; 1.1% of 310,000 active; ACh-evoked depolarization; hits give low values;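 active means B-score under library mean minus 3 SD, initial fluorescence not abnormally high, positive integrated signal ratio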;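 further: B-score derived from integrated fluorescence ratio over the kinetic read; more negative B-score means stronger inhibition of depolarization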
TRPC4 PAM – positive allosteric modulators of TRPC4, primary screen, cell-based, mouse TRPC4beta, HEK293 mu-opioid, Fluo-4 calcium; B-score at 10 µM; AID 2227, 2009; 0.42% of 310,000 active; DAMGO EC20, Fluo-4 Ca2+ flux; hits give high values; Short transient receptor potential channel 4 (Mus musculus), Q9QUQ5;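 active means B-score of calcium response area above 5 SD of library B-scores, with initial fluorescence ratio within 5 SD of library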;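 further: B-score of integrated fluorescence ratio over time as area under calcium response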
AI-2 QS mod – Vibrio harveyi AI-2 quorum sensing modulators, primary screen, JMH597 strain, luminescence/OD600 ratio. Vibrio harveyi JMH597 AI-2 luminescence/OD600 ratio, 9 h; hits give low values; strain lacks LuxN and CqsS sensors; 0 = neutral-control median. activity change, % at 7.5 µM. 0.4% of 300,000 active; in the data active means activity change below about -75%, passing the limit was not always enough;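 further: luminescence divided by OD600 gain over 9 h not by final OD600 alone; inactives centre near 13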
HIF act – HIF pathway transcriptional activators, primary screen, cell-based, U2OS HRE-luciferase, luminescence | U2OS HRE-luciferase reporter; normalized: DMSO 0%, desferrioxamine 100% | activation, % at 7.5 µM (by protocol) | 0.32% of 300,000 active;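 active means mean activation of at least 10% of the iron chelator positive control signal, with at least half of replicates also reaching 10%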
* marks the source's active call; other numbers are inactive results; i = inactive; . = not tested or not shown. These rows are one share of the data; count on the stated rates, not on these rows.

Values run as follows: MrgX1 allo act, TRPC6 activator, TRPC4 act, TRPC4 inh, MrgX1 antag, MrgX1 agonist, PolyA inhibitor, TRPC6 inhibitor, TRPC4 PAM, AI-2 QS mod, HIF act
> COc1ccccc1/C=N/NC(=O)c1ccc(N(C)S(=O)(=O)c2ccccc2)cc1
    i, i, i, i, i, i, i, i, i, 10, -0.1
> Cc1ccsc1S(=O)(=O)N1CCC(CO)(CC2CCCCO2)CC1 (stereo unspecified)
    i, i, i, i, i, i, i, i, i, 18, -0.4
> COc1ccc(C(CNC(=O)c2cc3c(s2)CCCC3)N2CCOCC2)cc1 (stereo unspecified)
    i, i, i, i, i, i, i, i, i, 12, -0.1
> COCc1cc(C)n(CC(=O)Nc2ccccc2C(=O)OC)c(=O)c1C#N
    i, i, i, i, i, i, i, i, i, 12, 0.1
> CCc1cc2ccc(OC)cc2nc1SCC(=O)NNC(C)=O
    i, i, i, i, i, i, i, i, i, -6, -0.4
> O=S(=O)(Nc1ccon1)c1ccc(Br)cc1
    i, i, i, i, i, i, i, i, i, 25, 0.2
> Cc1ccc(S(=O)(=O)N(C)C)cc1NC(=O)c1sccc1Cl
    i, i, i, i, i, i, i, i, i, 14, -0.3
> CCOC(=O)c1cnc2c(c(C)nn2-c2ccc(C)cc2)c1Cl
    ., i, i, i, ., ., i, i, i, 19, 0.0
> CCCn1c(C(C)Nc2nc(-c3ccc(C)cc3)cs2)nc2cc(Cl)c(N3CCCCC3)cc21 (stereo unspecified)
    i, i, i, i, i, i, i, i, i, 8, -0.6
> Cc1cc(C)n(Cc2ccc(NC(=O)c3c([N+](=O)[O-])c(C)nn3C)cc2)n1
    i, i, i, i, i, i, i, i, i, 15, -0.4
> C#CCOc1c(Cl)cc(/C=N/NC(N)=S)cc1OCC
    i, i, i, i, i, i, i, i, i, 6, -0.5
> Cc1cccc(S(=O)(=O)Nc2ccncc2)c1
    i, i, i, i, i, i, i, i, i, 22, 0.0
> O=C(O)CN1C(=O)/C(=C2\SC(=S)N(C(Cc3ccccc3)C(=O)O)C2=O)c2ccccc21 (stereo unspecified)
    i, i, i, i, i, i, i, i, i, 8, -0.5
> Cc1cc([N+](=O)[O-])cnc1NC(C)c1ccccc1 (stereo unspecified)
    i, i, i, i, i, i, i, i, i, 13, -0.4
> CSc1ccccc1OCc1cc(C(=O)N2CCC(Oc3cccnc3)CC2)no1
    i, i, i, i, i, i, i, i, i, 45, 1.7
> O=C(c1ccc2c(c1)OCCO2)N1CCN(Cc2ccccc2)CC1
    i, i, i, i, i, i, i, i, i, 38, 1.1
> CC(C)C(=O)NC(Nc1ccccc1F)C(Cl)(Cl)Cl (stereo unspecified)
    i, i, i, i, i, i, i, i, i, 19, -0.3
> NS(=O)(=O)c1cccc(NS(=O)(=O)c2ccc(/C=C/C(=O)OCC(=O)c3ccccc3)cc2)c1
    i, i, i, i, i, i, i, i, i, 32, -0.7
> O=C(COc1ccccc1)Nc1c2c(nn1-c1ccccc1)CS(=O)(=O)C2
    i, i, i, i, i, i, i, i, i, 32, 0.0
> COc1ccc(N2CCN(C(=O)c3c(-c4ccccc4)noc3C)CC2)cc1
    i, i, i, i, i, i, i, i, i, 32, .
> CN(C)CCN(C(=O)c1ccc(N2C(=O)CCC2=O)cc1)c1nc2cc3c(cc2s1)OCCO3
    i, i, i, i, i, i, i, i, i, 8, 1.8
> C[C@]12CCC3C(CC[C@H]4CC(O)CC[C@]34C)C1CC/C2=N/NC(=O)c1ccncc1 (stereo partly specified)
    i, i, i, i, i, i, i, i, i, 30, 0.7
> COc1ccc(C2OCC3(CO2)SC(=O)NC3=O)cc1OC (stereo unspecified)
    i, i, i, i, i, i, i, i, i, 7, 0.1
> CC(C)[C@H](NC(=O)C1CCCC1)c1nc2ccccc2[nH]1
    i, i, i, i, i, i, i, i, i, -21, 0.4
> N/C(=N\OC(=O)Oc1ccccc1)c1ccc(Cl)cc1
    i, i, i, i, i, i, i, i, i, 28, 1.8
> O=C(c1cc(-c2ccccc2O)on1)N1CCCC1
    i, i, i, i, i, i, i, i, i, 17, 2.9
> CC(C)OCCCNC(=O)COc1ccc2oc3c(c2c1)CCCC3
    i, i, i, i, i, i, i, i, i, 28, 0.1
> COc1ccc(NC(=O)C2C3CCC(O3)C2C(=O)O)c(C)c1 (stereo unspecified)
    i, i, i, i, i, i, i, i, i, 12, -1.1
> CC(C)n1nc(Cc2cccc3ccccc23)c(C#N)c1N
    i, i, i, i, i, i, i, i, i, -9, 1.4
> c1ccc(-c2cnnc3ccccc23)cc1
    i, i, i, i, i, i, i, i, i, 8, 0.0
> Cc1nnc(SCC(=O)N2CCN(c3ccccc3)CC2)n1-c1ccccc1
    i, i, i, i, i, i, i, i, i, 12, -0.3
> S=C1c2ccccc2CN1c1ccccc1
    i, i, i, i, i, i, i, i, i, -5, 1.6
> Clc1ccc(CNCCCSc2ncccn2)cc1Cl
    i, i, i, i, i, i, i, i, i, -1, 1.2
> COc1ccc2cc(C(c3nnnn3Cc3ccccc3)N3CCCCCC3)c(=O)[nH]c2c1 (stereo unspecified)
    i, i, i, i, i, i, i, i, i, 37, 0.4
> Cc1cc2c(cc1S(=O)(=O)NCc1ccc(N(C)C)cc1)OCC(=O)N2
    i, i, i, i, i, i, i, i, i, 19, -0.1
> Cc1oc(-c2ccccc2F)nc1CS(=O)CC(=O)NCc1ccccc1 (stereo unspecified)
    i, i, i, i, i, i, i, i, i, 12, 0.0
> CCn1nc(C)cc1C(=O)Sc1cccc(Cl)c1
    i, i, i, i, i, i, i, i, i, 7, 0.1
> C/C(=N/OCO/N=C(/C)c1ccc(F)cc1)c1ccc(F)cc1
    i, i, i, i, i, i, i, i, i, 26, -0.3
> Cc1ccc(NC(=O)CCSc2nnc(-c3ccco3)o2)cc1
    i, i, i, i, i, i, i, i, i, 22, 0.4
> Cc1cccc(CNC(=O)c2ccccc2NC(=O)C2=CSCCO2)c1
    i, i, i, i, i, i, i, i, i, 6, -0.3
> C=CCNC(=S)NNC(=O)c1cc(C)nc2ccccc12
    i, i, i, i, i, i, i, i, i, 24, 0.1
> O=C(Cn1cnc2c(nnn2Cc2ccc(F)cc2)c1=O)Nc1ccccc1
    i, i, i, i, i, i, i, i, i, -11, -0.1
> CCOC(=O)c1c(S(=O)(=O)N2CCCC(C(=O)Nc3cccc(C)n3)C2)c(C)n(C)c1C (stereo unspecified)
    i, i, i, i, i, i, i, i, i, 22, -0.5
> COc1cccc(NC(=O)CSc2nnc(-c3cccs3)n2C)c1
    i, i, i, i, i, i, i, i, i, 28, -0.3
> CCNC(=O)c1ccccc1-c1nc(-c2ccccc2)no1
    i, i, i, i, i, i, i, i, i, 11, 0.3
> Cc1ccc(-c2nc3ccccc3s2)cc1NC(=O)c1ccc2c(c1)OCO2
    i, i, i, i, i, i, i, i, i, 25, .
> CC1=C(C(=O)OCC2CCCO2)C(c2coc3ccc(C)cc3c2=O)C2=C(CCCC2=O)N1 (stereo unspecified)
    i, i, i, i, i, i, i, i, i, -6, -17
> O=C(Nc1ccc(Cl)cc1)N1CCSC1=NCc1ccccc1
    i, i, i, i, i, i, i, i, i, 9, 0.7
> O=C(COC(=O)Cc1ccccc1F)Nc1ccc2c(c1)OCO2
    i, i, i, i, i, i, i, i, i, 19, -0.4
> Nc1ncc(-c2ccccc2)c(-c2ccc(O)cc2O)n1
    i, i, i, i, i, i, i, i, i, 3, -9.2

The list continues:
Values run as follows: MrgX1 allo act, TRPC6 activator, TRPC4 act, TRPC4 inh, MrgX1 antag, MrgX1 agonist, PolyA inhibitor, TRPC6 inhibitor, TRPC4 PAM, AI-2 QS mod, HIF act
> CC(C)(C)OC(=O)N1CCC(C(=O)N[C@@H](Cc2c[nH]c3ccccc23)C(=O)O)CC1
    i, i, i, i, i, i, i, i, i, -12, 0.6
> CC1(C)Cc2c(c(N3CCOCC3)nc3sc(-c4ccc(C(=O)O)o4)c(N)c23)CO1
    i, i, i, i, i, i, i, i, i, 5, -0.3
> C=CCOc1c(Cl)cc(CNc2ccc(C)c(Cl)c2)cc1OC
    i, i, i, i, i, i, i, i, i, 7, 2.3
> Cc1cc(NC(=O)CCN2CC(C)OC(C)C2)ccc1Br (stereo unspecified)
    i, i, i, i, i, i, i, i, i, 4, 0.3
> COc1cc2c3nc4n(c(=O)c3n(CC(=O)NCC3CCCO3)c2cc1OC)CCS4 (stereo unspecified)
    i, i, i, i, i, i, i, i, i, 26, -0.5
> C/C(=N\Nc1nc(C)cc(C)n1)c1ccc(C)o1
    i, i, i, i, i, i, i, i, i, 24, 0.1

Some of the entries so far, as tab-separated lines:
compound	MrgX1 allo act	TRPC6 activator	TRPC4 act	TRPC4 inh	MrgX1 antag	MrgX1 agonist	PolyA inhibitor	TRPC6 inhibitor	TRPC4 PAM	AI-2 QS mod	HIF act
COCc1cc(C)n(CC(=O)Nc2ccccc2C(=O)OC)c(=O)c1C#N	i	i	i	i	i	i	i	i	i	12	0.1
COc1cc2c3nc4n(c(=O)c3n(CC(=O)NCC3CCCO3)c2cc1OC)CCS4 (stereo unspecified)	i	i	i	i	i	i	i	i	i	26	-0.5
O=S(=O)(Nc1ccon1)c1ccc(Br)cc1	i	i	i	i	i	i	i	i	i	25	0.2

Source: PubChem (several laboratories)
